Screening data as filed in PubChem BioAssay.
Glyco luc inh = increase of ERlucT glycosylation luciferase signal, primary screen, N-linked glycosylation inhibitor project, D54 ERlucT cells, luminescence, set 2 | hit rate 0.23% among 360,000 | D54 ERlucT glycosylation luciferase reporter, 24 h; percent of 100 nM tunicamycin response | reporter increase, % at 12.5 µM | AID 588692, 2011;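 active = mean luciferase reporter signal, scaled so untreated is 0 and the glycosylation-blocking control 100, at or above a set limit in every replicate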;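 note: luciferase carries N-glycosylation sites so blocking glycosylation raises the light; 0% = median of neutral control wells and 100% = median of 100 nM tunicamycin wells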
CaV13 FRET inh = Disruptors of the CACNA1D IQ motif to Ca2+-dependent inactivation inhibitor domain association, primary screening, Förster resonance energy transfer in intact living … | inhibition, % at 12.3 µM | HEK cells, CFP/YFP FRET ICDI-IQ, plate reader, 10 min; percent FRET-ratio fall versus neutral wells | hit rate 0.098% among 340,000 | AID 743397;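 active = mean replicate inhibition of at least 30% and at least 1% of replicates passing that level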;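 note: 0% = median of the neutral control wells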
ABHD5 PLIN5 PPI = ABHD5-PLIN5 interaction inhibitors, primary screen, cell lysate, split luciferase complementation, luminescence. inhibition, % at 4 µM. hit rate 0.78% among 360,000. Perilipin-5 (Homo sapiens) + 1-acylglycerol-3-phosphate O-acyltransferase ABHD5 (Homo …. Split G. princeps luciferase complementation, 4 h;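 active = inhibition above the mean inhibition across every tested compound plus 3 SD, cut at about 22% in these data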;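 note: 0% = DMSO only wells and the 100% control is not disclosed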
ABCB6 inh 2 = ABCB6 transporter inhibitors, primary screen, K562-ABCB6 cells, flow cytometry, MLPCN library; fluorescence ratio to DMSO, % at 10 µM; K562-ABCB6 porphyrin accumulation, 1 h; active compounds read low; hit rate 0.19% among 360,000;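 active = fluorescence ratio to DMSO below 75%, the collection mean minus 3 SD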;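 note: signal is porphyrin accumulated inside mitochondria; 100% equals median channel fluorescence of DMSO control wells; lower ratio means ABCB6 inhibition with less porphyrin fluorescence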
MC4R barr agon = MC4R agonists recruiting beta-arrestin, primary screen, cell-based, luminescence, agonist arm of biased-ligand search; Melanocortin receptor 4 (Homo sapiens), P32245; U2OS MC4R beta-arrestin complementation; percent of melanotan II response, DMSO zero; activation, % at 8.9 µM; hit rate 0.98% among 360,000;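 active = activation above a per-plate cutoff, the mean activation of sample wells on that plate plus 3 SD, cut at about 8% in these data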
HTR2A ag = mouse Htr2a agonists via beta-arrestin recruitment, primary screen, cell-based, luminescence; hit rate 0.66% among 360,000; CHO-K1 mHTR2A beta-arrestin complementation; percent of 30 µM serotonin response; 5-hydroxytryptamine receptor 2A (Mus musculus), P35363; activation, % at 7.6 µM; AID 624169, 2012;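 active = activation above a run cutoff, the mean activation of all tested compounds plus 3 SD, cut at about 14% in these data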;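 note: 0% = plate median of compound wells and 100% = 30 µM serotonin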
Target sequence (P35363 whole entry, looked up): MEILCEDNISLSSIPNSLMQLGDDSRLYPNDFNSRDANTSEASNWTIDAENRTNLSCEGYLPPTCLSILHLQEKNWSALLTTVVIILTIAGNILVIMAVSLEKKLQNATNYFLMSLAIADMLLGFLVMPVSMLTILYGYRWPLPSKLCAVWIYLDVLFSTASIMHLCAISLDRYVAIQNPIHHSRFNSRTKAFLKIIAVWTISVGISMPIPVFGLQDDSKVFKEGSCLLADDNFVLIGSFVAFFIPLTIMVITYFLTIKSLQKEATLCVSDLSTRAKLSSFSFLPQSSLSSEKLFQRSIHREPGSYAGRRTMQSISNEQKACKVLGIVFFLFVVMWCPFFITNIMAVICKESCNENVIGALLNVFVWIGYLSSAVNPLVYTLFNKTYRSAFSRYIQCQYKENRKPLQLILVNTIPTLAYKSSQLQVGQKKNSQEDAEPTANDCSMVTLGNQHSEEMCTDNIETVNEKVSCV
Granule exo inh = LAMP-1 surface exposure blockers, TALL-104 cells – cell-based, flow cytometry, MLPCN library, primary screen; hit rate 0.66% among 360,000; inhibition, % at 10 µM; TALL-104 LAMP-1 surface exposure; cells stimulated with thapsigargin and PMA;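 active = inhibition above about 55%, limit read from the data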
Cardio protect = cardioprotection against H2O2-induced cell death, primary screen, uHTS, H9c2 cells, ATPLite luminescence; H9c2 cardiomyocytes, H2O2 injury protection, 2 h; protection from H2O2 cell death, % at 20 µM; hit rate 0.63% among 360,000; AID 588492, 2011;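 active = compounds giving at least 50% protection of heart cells from peroxide-induced death in the single-dose screen, raw or plate-pattern-corrected value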;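 note: 0% = DMSO wells with peroxide and 100% = DMSO wells without peroxide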
MC4R antag cAMP = MC4R antagonists of cAMP signaling, primary screen, cell-based, TR-FRET, antagonist arm of biased-ligand search | Melanocortin receptor 4 (Homo sapiens), P32245 | MC4R-expressing cells, MTII-stimulated cAMP, LANCE TR-FRET | hit rate 0.48% among 360,000 | inhibition, % at 6.5 µM;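 active = inhibition above its plate's cutoff, the mean of tested wells on that plate plus 3 SD, cut at about 29% in these data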;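 note: 0% = Melanotan II alone and 100% = Melanotan II plus saturating MCL0020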
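Test system: U2OS cells stably expressing human melanocortin 4 receptor (MC4R); also added: Melanotan II challenge; compound: 6.5 µM single dose; timing: 30-min compound preincubation, 1-h Melanotan II challenge, 1-h detection, room temperature; signal: Eu-cAMP/anti-cAMP TR-FRET, emission 671 nm; repeats: one well per compound, no replicates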
PDI turbidity = inhibitors of human PDI, primary screen, biochemical, turbidity, single point, plate reader; inhibition, % at 10 µM; AID 588391, 2011; Protein disulfide-isomerase (Homo sapiens), P07237; hit rate 0.052% among 350,000; PDI insulin aggregation turbidity, A650, 90 min;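 active = mean inhibition across replicates of 30% or more, whatever share of single replicates reach that level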;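 note: absorbance from insulin aggregation driven by PDI reduction with DTT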
Target sequence (P07237 whole entry, looked up): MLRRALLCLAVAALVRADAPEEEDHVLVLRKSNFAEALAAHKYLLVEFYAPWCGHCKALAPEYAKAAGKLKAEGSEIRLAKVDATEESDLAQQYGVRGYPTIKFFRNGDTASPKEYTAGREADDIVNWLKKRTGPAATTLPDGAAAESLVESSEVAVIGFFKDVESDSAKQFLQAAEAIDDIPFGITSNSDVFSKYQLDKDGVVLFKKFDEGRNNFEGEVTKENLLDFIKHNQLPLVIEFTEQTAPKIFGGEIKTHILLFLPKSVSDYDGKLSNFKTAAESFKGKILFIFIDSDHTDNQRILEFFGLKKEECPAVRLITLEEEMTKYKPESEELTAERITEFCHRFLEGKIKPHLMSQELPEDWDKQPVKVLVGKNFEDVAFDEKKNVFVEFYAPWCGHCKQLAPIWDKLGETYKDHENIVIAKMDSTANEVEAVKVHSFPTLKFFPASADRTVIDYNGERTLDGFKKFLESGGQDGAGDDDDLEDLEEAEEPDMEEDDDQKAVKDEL
Active calls of the source: *; . = not tested or not shown. Compounds were not picked by outcome; overall some 4.2% were active at least once.

SMILES | Glyco luc inh | CaV13 FRET inh | ABHD5 PLIN5 PPI | ABCB6 inh 2 | MC4R barr agon | HTR2A ag | Granule exo inh | Cardio protect | MC4R antag cAMP | PDI turbidity
C/C=C/C=C/C(=O)[C@@H]1[C@@H]([C@]2(C)OC(=O)C(C)=C2O)[C@H]2/C(=C(O)/C=C/C=C/C)C(=O)[C@]1(C)C(=O)C2(C)O (stereo partly specified) | 2 | . | 35* | 96 | 0.2 | -4 | -6 | 6 | -2 | .
COc1nc(-c2ccccc2)cc(-c2ccc3c(c2)OCO3)c1C#N | 12 | 1 | 3 | 98 | -1.8 | 5 | 10 | 4 | 5 | -6
Cc1ccc(CNc2ncnc3[nH]ncc23)cc1 | -3 | -7 | -2 | 95 | -1.3 | 1 | -13 | -2 | -6 | -1
CCN(CC)S(=O)(=O)c1ccc(Cl)c(NC(C)=O)c1 | 3 | -7 | 7 | 94 | -1.1 | 5 | -7 | 5 | 4 | 3
CCn1c(SCC(=O)NC2CCCC2)nnc1-c1cccnc1 | 0 | -3 | -4 | 95 | -1.1 | 0 | 1 | 2 | 15 | 1
COc1ccccc1CN1CC(=O)N2CSC[C@H]2C1=O | 3 | -5 | -7 | 95 | 1.0 | 2 | -12 | 1 | 18 | -1
CN1CCN(S(=O)(=O)c2ccc(Oc3ccc(F)c(Cl)c3)nc2)CC1 | 0 | -1 | 3 | 99 | 0.3 | -1 | 1 | 7 | 0 | 11
O=[N+]([O-])c1ccc(Cc2ccccn2)c([N+](=O)[O-])c1 | 0 | -5 | -4 | 98 | -1.1 | -1 | 6 | -7 | -4 | -1
CCOC(=O)C1CCN(C(=O)C2CCCCC2)CC1 | 0 | -6 | -6 | 97 | -0.6 | 0 | -3 | -1 | -3 | -6
COc1ccc(OC)c(S(=O)(=O)Nc2ccc(Oc3ccccc3)cc2)c1 | -5 | -4 | 6 | 96 | 1.3 | -2 | 17 | -15 | 4 | 3
O=C(c1cc(-c2ccccc2)nn1CC1CC(c2cccnc2)=NO1)N1CCOCC1 (stereo unspecified) | 1 | -5 | 3 | 97 | -0.3 | 9 | -3 | -3 | 2 | -4
O=C1CC(N2CCC(c3nc4ccccc4[nH]3)CC2)C(=O)N1c1cccc(F)c1 (stereo unspecified) | -1 | -7 | -1 | 100 | 0.6 | 6 | -2 | 8 | -3 | 17
Cc1cc(C)nc(SCC(=O)Oc2ccc3oc(=O)cc(C)c3c2)n1 | 3 | -6 | -7 | 94 | -1.0 | 3 | 1 | 26 | -1 | 5
CCOc1ccc(OCCC(=O)N(CCOC)c2c(N)n(Cc3ccccc3)c(=O)[nH]c2=O)cc1 | -1 | -6 | 0 | 95 | -1.5 | 7 | 0 | 2 | -2 | 4
Cn1c(=O)n(CC(=O)N2CCOCC2)c2ccccc21 | 3 | . | 0 | 102 | -0.9 | 1 | 2 | 12 | 11 | -1
O=C(NCc1ccc(Cl)cc1)C1CCN(S(=O)(=O)c2ccc(N3CCCC3=O)cc2)CC1 | -5 | -7 | -3 | 96 | -3.5 | 10 | 0 | -20 | -2 | 9
COc1ccc(Nc2cc(C)c3ccccc3n2)cc1 | -1 | -8 | -1 | 95 | -1.5 | -6 | 1 | -9 | -3 | 0
O=C(Nc1cccc(C(F)(F)F)c1)c1cccnc1N1CCCC1 | -2 | -6 | 3 | 96 | -0.1 | -3 | -6 | 4 | 3 | -3
O=C(CN1C(=O)NC2(CCCc3ccccc32)C1=O)N1CCCCC1 (stereo unspecified) | -1 | -7 | 10 | 99 | -2.4 | -3 | -4 | 4 | 11 | 0
COC(=O)c1ccc(NC(=O)CSc2nc(N)c(NC(=O)c3ccc(Br)o3)c(=O)[nH]2)cc1 | . | -3 | -2 | 97 | -0.4 | -5 | -3 | 4 | -2 | 19
O=C(O)c1ccc(S(=O)(=O)N(CCc2ccccc2)Cc2ccc(Cl)cc2)cc1 | 1 | -19 | -6 | 105 | 0.0 | 3 | 0 | 2 | 3 | 12
C=CCSc1nnc(CCCCCN2C(=O)c3cccc4cccc(c34)C2=O)o1 | 0 | -22 | 5 | 126 | -0.7 | 1 | 2 | 2 | -2 | 3
CC(C)(C)OC(=O)NCCCCCNC(=O)c1nc[nH]c1C(=O)N1CCc2ccccc2C1 | 2 | -11 | -2 | 96 | -0.8 | 3 | 1 | 33 | 17 | 11
CCc1ccccc1OCC(=O)Nc1ccc(N2CCCC2)cc1C | -3 | -6 | -7 | 238 | 3.9 | -9 | 4 | -10 | -1 | 12
O=S1(=O)N=C(N2CCOCC2)c2ccccc21 | -1 | -6 | 8 | 114 | 1.9 | 1 | -1 | 4 | -8 | 10
O=C(CCS(=O)(=O)c1ccccc1)Nc1ccc(Cl)cn1 | 0 | -4 | 0 | 89 | -2.5 | 4 | -5 | -5 | -2 | -10
O=C(Nc1ccc2c(c1)OCCO2)C(CCc1ccccc1)N1CCN(C/C=C/c2ccccc2)CC1 (stereo unspecified) | -4 | -4 | -4 | 97 | . | -8 | 0 | -6 | . | .
O=C(NC1CCCCCCC1)c1ccc2c(c1)N(Cc1ccc(F)cc1)C(=O)CS2=O (stereo unspecified) | -7 | -9 | 4 | 95 | 2.0 | -2 | 1 | -7 | -2 | 13
CCOc1ccc(C(=O)Nc2cccc(C(C)=O)c2)cc1[N+](=O)[O-] | 1 | 6 | 2 | 94 | 2.0 | 0 | 2 | -6 | 0 | 5
N#Cc1ccc(-c2csc(NC(=O)c3ccc(S(=O)(=O)N4CCc5ccccc5C4)cc3)n2)cc1 | -2 | -2 | 0 | 100 | -0.4 | 2 | 0 | -13 | 18 | 9
Cc1cc(=O)oc2cc(OCC(=O)N/N=C/c3ccccc3[N+](=O)[O-])ccc12 | 0 | -4 | 8 | 98 | -1.8 | -4 | -1 | 10 | 1 | -3
Cc1ccc(-c2cc(C(=O)N/N=C/c3c(C)nn(C)c3C)c3ccccc3n2)c(C)c1 | -2 | -6 | -2 | 95 | 0.6 | 3 | 3 | 3 | -2 | 0
CC(C)=CCN1CCN(Cc2cnc(-c3ccccc3)s2)CC1CCO (stereo unspecified) | -2 | -15 | 6 | 99 | -1.2 | 0 | 6 | -1 | 21 | 1
Cc1cccc(NCC(=O)N/N=C/c2ccc(Br)cc2)c1 | 2 | -1 | 6 | 102 | 8.4* | 3 | 7 | -12 | 0 | -18
COc1ccc(-c2nc(CS(=O)CC(=O)NCc3ccco3)c(C)o2)cc1OC (stereo unspecified) | 0 | -7 | 6 | 102 | 2.3 | 10 | 4 | 15 | 6 | .
COc1cc2c(cc1OC)CN(C(=O)COc1ccccc1C#N)CC2 | 3 | -2 | 5 | 98 | -2.5 | -8 | -4 | 5 | 10 | 2
O=C(Cn1nc(Cc2cccnc2)c2ccccc2c1=O)NCCCN1CCCC1=O | 0 | -4 | 9 | 99 | -0.4 | 5 | 1 | 4 | 7 | .
CC(=O)Nc1cccc(OCC(=O)NS(=O)(=O)c2ccc(Cl)cc2)c1 | 1 | -1 | 5 | 130 | -1.2 | 1 | 8 | 0 | 4 | -5
CC(C)[C@@H]1Cc2[nH]c(=O)[nH]c(=O)c2[C@H](C)O1 | . | -6 | 4 | 101 | . | -2 | -6 | . | . | .
COc1ccc(CN2C(=NC(=O)COc3ccccc3)SC3CS(=O)(=O)CC32)cc1 (stereo unspecified) | 0 | -5 | -2 | 103 | -3.0 | -3 | 1 | -9 | 14 | -10
CC(=O)NCCc1nc2ccccc2n1Cc1cccc(C)c1 | -1 | -6 | -3 | 94 | -1.9 | -2 | -3 | 0 | 2 | 2
CCCCn1nnnc1NCc1ccc(OC)c(OC)c1 | -1 | -7 | -1 | 99 | -0.7 | 1 | 5 | -2 | 4 | 3
Cc1ccc(NC(=O)C[n+]2cc(-c3ccccc3)n3c2CCC3)c(C)c1 | 4 | -17 | 6 | 102 | -0.8 | 4 | -11 | 2 | 10 | 0
COc1ccc(N2C(=O)CC3(CCCC3)CC2=O)cc1 | 4 | -5 | -2 | 102 | 0.8 | -1 | -3 | 4 | -1 | 2
Cc1cc(=O)oc2cc(NC(=O)C3CC(=O)N(Cc4ccccc4)C3)ccc12 (stereo unspecified) | 4 | -4 | 3 | 92 | 2.9 | 1 | 7 | 9 | 16 | 13
COc1ccc(-c2csc3nc(C)n(-n4cccc4)c(=O)c23)cc1OC | 3 | -9 | 0 | 100 | 0.6 | -4 | 2 | 2 | 2 | 11
Cc1nc2nc(C)c(NS(=O)(=O)c3ccc4c(c3)CCCC4)c(=O)n2[nH]1 | 2 | -2 | 0 | 96 | 1.8 | 1 | -6 | 4 | 0 | -5
CCC1CCCCN1CCCNC(=O)CS(=O)(=O)Cc1nc(-c2cccc(OC)c2)oc1C (stereo unspecified) | 0 | -7 | 1 | 98 | 0.2 | 3 | 4 | 4 | -2 | 10
Cn1nc(C(F)(F)F)c(-c2ccc(F)cc2)c1NC(=O)CSCC(=O)O | 2 | -13 | -1 | 113 | 0.8 | 3 | -3 | -4 | 3 | 8
Cc1cc(NCCCCCCCNc2cc(C)nc3cc([N+](=O)[O-])ccc23)c2ccc([N+](=O)[O-])cc2n1 | -19 | -19 | -8 | 91 | -1.5 | -7 | 26 | -18 | 6 | 4
Next part
SMILES | Glyco luc inh | CaV13 FRET inh | ABHD5 PLIN5 PPI | ABCB6 inh 2 | MC4R barr agon | HTR2A ag | Granule exo inh | Cardio protect | MC4R antag cAMP | PDI turbidity
C#Cc1ccc([C@@H]2C=C(C(=O)NCc3nc4ccccc4[nH]3)O[C@H](OCC)[C@H]2CCCO)cc1 | 1 | -10 | -5 | 97 | 2.0 | -6 | 4 | 18 | 6 | -2
CN(C)/C=C/C(=O)c1ccn(S(=O)(=O)c2ccccc2)c1 | -2 | -19 | 8 | 93 | -0.9 | -4 | 3 | -4 | 18 | -1
CCn1c(SCc2ccc(C(=O)O)cc2)nnc1-c1ccc(Cl)cc1 | 1 | -2 | 1 | 99 | -0.6 | 3 | 4 | 1 | 6 | 0
N#Cc1nc(COc2cccc(Cl)c2)oc1NCc1ccncc1 | 1 | 0 | -10 | 89 | -2.0 | -2 | -1 | 8 | -5 | 10
Cc1ccc(S(=O)(=O)N2CCN=C2SC(C)c2ccccc2)cc1 (stereo unspecified) | -2 | -6 | 1 | 93 | -2.0 | -1 | -2 | -11 | 6 | 1
